# Dynein transport = inhibitors of GR-EGFP nuclear translocation, primary screen, dynein cargo transport inhibitor project, imaging, high-content, 3617.4 mouse cells; 220,000 compounds, 0.47% hits; z-score, hits read low; test concentration mostly 20 µM; stimulated with dexamethasone, 1 µM; hits give low values;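 active = plate z-score of nuclear minus cytoplasmic receptor signal below a set negative limit, without overly bright fluorescence or cell loss, cut at about -3.5 in these data, passing the limit was not always enough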;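 also: z-score of nuclear minus cytoplasmic ring GR-EGFP intensity difference per well; some compounds called inactive have numbers as strong as hits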
#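 Buffer or medium: Induction medium lacking tetracycline, stripped serum | Also added: Dexamethasone agonist, 1.0 µM final, for 30 min | Timing: 48 h induction, 1 h compound, 30 min dex at 37 °C | Detection: Formaldehyde fixation, Hoechst nuclear stain, 10x automated fluorescence imaging | Measure: Nuclear versus cytoplasmic GR-EGFP signal, averaged per well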
# b-catenin transl = modulators of beta-catenin nuclear translocation, primary screen, imaging, HeLa cells, immunofluorescence, high-content. 190,000 compounds, 0.3% hits. AID 1665, 2009. nuclear translocation activity, % at 5 µM;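 active = nuclear translocation activity above 50% at 5 µM, with a well cell count of 50 or more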;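 also: per-cell ratio of nuclear to cytoplasmic median beta-catenin stain intensity; plate controls were DMSO negative control for no effect and GSK-3 inhibitor IX positive control for full effect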
#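 Read-out: Nuclear/cytoplasmic beta-catenin signal ratio, % activation | Assay system: Human HeLa cell line | Times: 24 h compound exposure at 37°C, 5% CO2 | Signal: Fluorescence imaging of beta-catenin antibody stain plus DAPI | Dosing: 5 µM primary, 0.02–20 µM confirmation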
# XIAP displacement = XIAP antagonists, biochemical, IAP family, fluorescence polarization (AID 1018); XIAP BIR domain, fluorescence polarization peptide displacement; higher % means a stronger effect; one-dose displacement, % at 20 µM; IC50 in µM for titrated hits; 200,000 compounds, 0.007% hits; in the data active = displacement above about 50%; also: a part of the inactive calls stands beside numbers as strong as those of hits
# Autophagy mod = autophagy modulators in MEF cells, primary screen, imaging, high-content, MEF GFP-LC3 | MEF GFP-LC3 puncta imaging; test concentration mostly 10 µM | calls only at 10 µM (by protocol) | 190,000 compounds, 0.98% hits | AID 463193, 2010;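 active = percentage of spot-positive cells more than 3 SD above its plate mean, without a fluorescence outlier flag or 80% toxicity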;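 also: spot-positive cell cutoff set from DMSO-treated cells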
# MT stabilizer = microtubule stabilizers in HeLa cells, primary screen, imaging, high-content imaging | 200,000 compounds, 0.83% hits | HeLa tubulin immunostaining HCS, 24 h; share of cells brighter than vehicle mean+2SD | % tubulin-high responders, % at 10 µM;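 active = plate Z-score above 3 for both tubulin-high and condensed-nucleus cell shares, with cell loss under 80%, at 10 µM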;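 also: anti alpha tubulin signal scored within the nucleus-defined area of each cell; some results filed as inactive read as strong as hits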
# Ins promoter up = insulin promoter activators in MIN6 cells, imaging, high-content screening, mouse beta cells. MIN6 insulin promoter-GFP reporter; hits give high values. 190,000 compounds, 0.3% hits. AID 1625, 2009. z-score at 5 µM;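 active = z-score above 3 at 5 µM with at least 500 cells counted in the well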
# WT yeast gro inh = growth inhibition of WT strain, primary screen, mitochondrial fusion inhibitor project, WT and mutant strains, chemical genetic; inhibition, % at 10 µM; AID 1362, 2008; mitochondrial fusion phenotypic screen; 190,000 compounds, 2.1% hits; in the data active = inhibition above about 58%; tested in S. cerevisiae
# Hep lipid drop = inhibitors of hepatocyte lipid droplet formation, primary screen, imaging, high-throughput imaging, BODIPY stain; AML12 mouse hepatocytes, oleate lipid droplets; inhibition, % at 6.5 µM; 240,000 compounds, 0.4% hits;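 active = lipid droplet intensity inhibited by at least 50%, with more than 500 cells counted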
#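 Assay system: AML12 hepatocytes (mouse); Probe or stimulus: oleic acid at 100 µM to induce lipid droplet formation; Dosing: compound at 6.5 µM only; Schedule: compound with oleate, overnight; Detection: fluorescence imaging, 20x objective, two fields per well; Measure: % inhibition of lipid droplet signal.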
# ER stress rescue = rescue of cells from ER stress-induced death, primary screen, 384-well, CSM14.1, thapsigargin, ATP luminescence (AID 1222) | CSM14.1 thapsigargin-induced death rescue, ATP luminescence; higher % means a stronger effect | cellular ATP content (survival), % at 20 µM; hits with a dose series show EC50 in µM | 190,000 tested, under 10 active;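 active = EC50 below 50 µM in the dose-response confirmation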;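 also: death triggered by thapsigargin at about 15 µM added after 2 h compound pretreatment; cell ATP read after overnight thapsigargin exposure of roughly 18 to 22 hours; normalized against plate controls of thapsigargin alone and 5% DMSO vehicle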
# WT yeast gro inh mutant strain = further read-out of WT yeast gro inh, marked with its call; inhibition, %; mitochondrial fusion phenotypic screen, mutant strain inhibition
# Dynein transport cytoplasmic EGFP = further read-out of Dynein transport, marked with its call; z-score; measured here: cytoplasmic GR-EGFP intensity; hits give high values
# Dynein transport nuclear GR-EGFP = second read-out of Dynein transport, no call of its own (marks repeat the call); z-score; measured here: nuclear GR-EGFP intensity;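 lower value marks the stronger effect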
# Dynein transport cell count = further read-out of Dynein transport, marked with its call; z-score; measured here: cell count per field
# Ins promoter up cell count = also measured in Ins promoter up; calls as there; cell count; measured here: cytotoxicity, nuclei count;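 total cells summed across four imaged fields per well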
# Hep lipid drop cells 6.5 µM = also measured in Hep lipid drop; calls as there; cell count; measured here: cell count, cytotoxicity flag;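 cells counted across two imaged fields per well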
# b-catenin transl cell count 5 µM = further read-out of b-catenin transl, marked with its call; cell count; measured here: cell count, cytotoxicity flag
# MT stabilizer Hoechst-high % = recorded beside MT stabilizer, whose call it bears; % Hoechst-high responders; measured here: nuclear condensation Hoechst responders;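 share of cells brighter than vehicle mean plus two SD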
# MT stabilizer cytotoxicity % = second read-out of MT stabilizer, no call of its own (marks repeat the call); toxicity, %; measured here: cytotoxicity by cell density;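 0% = mean cell density of plate MIN control wells and 100% = no cells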
# Autophagy mod cell loss 18 h = further read-out of Autophagy mod, marked with its call; toxicity, %; measured here: cell loss, nuclei count;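 cell loss after 18 h compound exposure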
# Starred values were filed as active, the others as inactive; i = inactive; . = not tested or not shown. Hits appear at their usual frequency. About 4% of those tested had a hit in this group.
Compound	Dynein transport	Dynein transport cytoplasmic EGFP	Dynein transport nuclear GR-EGFP	Dynein transport cell count	b-catenin transl	b-catenin transl cell count 5 µM	XIAP displacement	Autophagy mod	Autophagy mod cell loss 18 h	MT stabilizer	MT stabilizer Hoechst-high %	MT stabilizer cytotoxicity %	Ins promoter up	Ins promoter up cell count	WT yeast gro inh	WT yeast gro inh mutant strain	Hep lipid drop	Hep lipid drop cells 6.5 µM	ER stress rescue
O=C(Cc1ccc(Cl)cc1)Nc1ccccc1Sc1ccccc1	-0.31	-0.24	-0.009	0.41	.	.	-4.9%	i	17	3.3	1.5	5.1	-0.21	1440	35	8	-5	713	-0.1%
CN(CC(=O)Nc1c(Cl)cccc1Cl)C(=O)CCCN1C(=O)c2ccccc2C1=O	0.061	0.2	0.48	-1.2	-5.4	1008	-11%	i	2	0.9	0.8	6.5	1.3	794	-13	-9	5	760	2.8%
Cc1cccc(/C=N/c2sc3c(c2C#N)CCN(Cc2ccccc2)C3)c1O	0.29	-0.2	0.34	0.053	0.6	1059	-8.0%	i	-14	1.1	1.4	2.9	0.39	1251	-20	5	-18	630	-2.2%
CCCCOc1ccc(C(=O)Nc2ccc(S(=O)(=O)Nc3cc(C)on3)cc2)cc1OC	0.69	-0.12	0.68	-1.3	-6.7	985	-1.4%	i	15	4.4	4.1	7.0	0.84	1184	-4	-10	.	.	5.2%
Cc1cccc(NC(=S)NCCO)c1C	-0.69	-0.31	-0.68	0.74	0.3	966	-7.6%	i	-12	3.2	2.1	9.9	0.51	560	-8	-10	-2	664	-0.4%
Cc1cc(C)cc(-n2c(C)cc(/C=N/NC(=O)c3cccc([N+](=O)[O-])c3C)c2C)c1	0.07	-0.2	0.43	-0.47	.	.	-1.6%	i	2	2.1	1.5	5.9	.	.	-5	-12	2	779	-1.2%
CCOc1cc(/C=C(\C#N)c2nc(-c3cccs3)c(NC(C)=O)s2)ccc1O	-0.15	-0.28	-0.4	0.42	69*	77*	0.3%	i	16	17*	49*	32*	0.85	857	4	-48	0	616	-1.7%
O=C(CNC(=O)c1ccccc1F)NC1CC1	-0.15	-0.26	-0.13	0.24	-1.6	1134	-6.4%	i	2	3.6	2.2	6.0	.	.	0	-9	-19	647	-0.6%
CCOC(=O)c1nnn(-c2nc(OC)nc(N3CCCCC3)n2)c1-c1ccccc1	0.041	-0.16	0.55	0.91	-0.2	1380	1.5%	i	10	1.5	1.8	17	-0.41	1536	-6	2	.	.	11%
COc1ccc(NC(=O)CCS(=O)(=O)c2ccc3c(c2)CCCN3C(C)=O)cc1Cl	-0.79	-0.12	-0.51	0.87	.	.	-10%	i	-7	1.5	1.5	10	0.17	865	1	7	14	760	-0.2%
CCOc1ccc(S(=O)(=O)N/N=C(\C)C2CCCCC2)cc1	1	-0.29	0.017	-0.11	.	.	-7.6%	i	0	2.9	2.4	7.4	1.1	1279	11	2	-1	604	-5.6%
O=C(O)/C(=C\c1ccc(-c2ccc(F)cc2)o1)c1ccccc1	-0.72	-0.22	-0.41	0.45	0.4	1006	-3.0%	i	-6	3.7	2.8	4.4	-0.43	1192	-21	-16	11	700	1.3%
CCOC(=O)CSc1nnc(CNC(=O)c2ccc(OC)cc2)n1-c1ccc(OC)cc1	-0.098	-0.38	0.13	0.56	0.0	1302	-3.1%	i	11	4.6	2.1	3.4	-0.57	1655	-4	13	.	.	2.1%
Cc1cc(C(=O)N/N=C/c2ccco2)n[nH]1	0.93	-0.34	-0.1	0.29	-1.3	1080	-0.2%	i	-11	4.0	1.5	12	-0.2	1266	-14	-13	10	717	-1.1%
COc1ccc(C(=O)C[n+]2cn(C(F)F)c3ccccc32)c(F)c1	-2	-0.11	-1.2	0.9	0.4	1117	-9.6%	i	22	4.2	1.9	4.8	.	.	70*	60*	5	665	-0.5%
Cc1cccc(C)c1NC(=O)N1CCC(n2c(=O)[nH]c3ccccc32)CC1	-0.73	-0.2	-0.43	0.37	.	.	-8.9%	i	6	7.3	1.7	5.1	0.13	1059	10	8	.	.	-0.6%
CCN(CC)CCNC(=S)N1CCn2c(nc3ccccc32)C1	0.041	-0.3	-0.39	-0.15	-0.7	937	-3.6%	i	5	2.8	1.9	4.2	.	.	-3	-18	-2	576	-1.8%
Cc1cc(C)c(C)c(S(=O)(=O)N2CCN(Cc3nc4ccccc4[nH]3)CC2)c1C	0.59	-0.21	1.3	0.23	-1.0	1242	1.8%	i	-22	4.3	1.8	6.3	0.61	1504	23	10	.	.	-2.0%
Cc1cccc(-n2ncc3c(N)ncnc32)c1	-0.37	-0.19	0.023	0.29	-0.7	698	-5.0%	i	-2	3.4	0.8	17	.	.	-15	-10	.	.	-4.1%
Cc1cc(C)c2nc(/N=C(\N)NC(=O)c3ccccc3)nc(C)c2c1	-1.2	-0.81	-0.95	0.57	2.5	1326	.	.	.	.	.	.	-0.37	934	.	.	10	658	.
CC1(C)CC(=O)C/C(=N/NC(=O)C2CCN(S(=O)(=O)c3cccs3)CC2)C1	-0.2	-0.19	-0.36	0.64	-0.7	975	-11%	i	13	5.1	1.5	3.2	.	.	-14	-10	6	725	-6.0%
CN(C)c1ccc(/C=N/n2c(COc3ccccc3)n[nH]c2=S)cc1	-1.1	-0.18	-0.3	0.43	0.3	919	-3.9%	i	5	2.1	3.3	0.9	-0.86	1423	51	40	19	700	-2.4%
CCOc1ccc(N2C(=O)Nc3ccccc3C2(O)C(=O)NCc2ccco2)cc1 (stereo not drawn)	0.66	-0.36	-0.28	-0.35	1.6	1012	-1.2%	i	-1	3.7	3.1	6.0	0.61	1350	-9	8	7	705	-0.9%
Cc1nnc2ccc(-c3cccc(NC(=O)Cc4cccs4)c3)nn12	-1.1	-0.23	-0.6	1.3	0.0	1176	-2.6%	i	-40	2.9	1.7	6.6	1.7	1107	-5	1	3	655	-0.2%
CCCCCOc1ccc(C(=O)OCC(=O)Nc2cc(C)c(C)cc2[N+](=O)[O-])cc1	0.78	-0.23	0.24	-0.7	0.8	443	-4.1%	i	-13	3.2	2.9	3.2	0.95	1276	-6	-16	-17	488	-1.1%
C#CCOc1ccccc1C(N)=O	0.74	-0.2	0.22	-0.99	0.2	1294	.	.	.	.	.	.	0.15	1099	.	.	6	699	.
CN(c1ccccc1C(=O)NC1CCCCC1)S(=O)(=O)c1ccccc1	-0.88	-0.33	-0.5	1.2	-0.4	1497	-2.3%	i	3	2.2	2.1	3.4	-0.37	1321	-4	18	-8	561	1.0%
Fc1ccc(NC(=S)Nc2ccccc2OC(F)F)cc1Cl	-0.38	-0.093	-0.34	-0.82	-0.9	1148	-4.1%	i	32	3.9	1.6	2.5	-0.28	1414	62*	26*	-42	566	-2.6%
COc1ccc(N2C(=O)CCC(C(=O)NCCN3CCOCC3)C2c2ccc(OC)c(OC)c2)cc1 (stereo not drawn)	0.15	-0.18	0.46	0.27	.	.	-6.0%	i	-11	3.3	3.8	20	.	.	.	.	22	763	-1.3%
CCC(C)N1C(=O)CCC1C(=O)NCc1ccc2c(c1)OCO2 (stereo not drawn)	0.094	0.0048	0.24	-0.031	-1.5	1164	-3.0%	i	9	5.2	2.5	1.8	0.46	995	6	0	.	.	-0.2%
CCn1cc(C(=O)NC2CCCCC2)c(=O)c2ccc(C)nc21	-0.42	-0.28	-0.03	0.47	-2.0	1192	-22%	i	-2	1.7	0.8	6.0	0.16	874	9	2	7	802	0.1%
COc1ccc(CC(=O)Nc2ccc(S(=O)(=O)NC(C)C)cc2)cc1	-0.94	-0.27	-0.21	0.77	-6.9	1173	-2.5%	i	2	1.3	1.5	7.2	-0.43	899	-16	-58	13	811	-3.2%
CCCCOc1ccc(NC(=O)CSc2nnnn2C)cc1	-0.59	-0.22	0.023	0.18	-2.7	1178	-1.6%	i	6	3.5	1.6	4.1	-0.53	1367	22	24	-5	710	-2.8%
COC(=O)C1=C(C)OC(N)=C(C#N)C1c1ccc(OC)c(OC)c1OC (stereo not drawn)	-0.81	-0.18	-0.17	-0.054	.	.	1.2%	i	7	3.0	1.3	2.0	-0.16	1380	0	4	-11	729	-2.9%
COc1ccc(OCC(=O)Nn2c(-c3cccc(OC)c3)nc3ccccc3c2=O)cc1	-0.68	-0.14	0.33	0.31	1.3	542	-0.4%	i	3	2.3	3.2	3.1	0.38	1319	-14	-9	-2	644	-1.3%

# Screening results deposited in PubChem BioAssay by several laboratories.
